ERK AVP inh: qHTS Assay for Inhibitors of the ERK Signaling Pathway using a Homogeneous Screening Assay. AID 995, 2007. HEK293-V1b, vasopressin-stimulated pERK AlphaScreen. 72,000 tested, 0.99% active. Potency, µM (top dose mostly 57.5 µM), inactives show at the highest dose activity, negative = inhibition, usual class: inhibitors; also: potency is read from the fitted curve at half-maximal effect; % is scaled to controls: 0 for no effect and ±100 for the full control effect; nearly all actives have a fitted effect of over 55% in size
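HEK293 cells stably expressing V1b receptor, seeded overnight in 1% FBS, were treated with compounds for 30 min at 37C, then stimulated 5 min with 25 nM vasopressin; phospho-ERK read by AlphaScreen SureFire after lysis.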
Caspase-1 inhib: qHTS Assay for Allosteric/Competitive Inhibitors of Caspase-1; Caspase-1 enzyme, Ac-WEHD-AFC fluorogenic rate; Potency, µM (top dose mostly 57.5 µM), for inactives: at the top dose activity change, negative = inhibition, usual class: inhibitors; 75,000 tested, 0.03% active;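 also: potency is read from the fitted curve at half-maximal effect; plate controls were vehicle for no effect and no substrate for full effect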
Target sequence (P29466 120-297 limits assumed): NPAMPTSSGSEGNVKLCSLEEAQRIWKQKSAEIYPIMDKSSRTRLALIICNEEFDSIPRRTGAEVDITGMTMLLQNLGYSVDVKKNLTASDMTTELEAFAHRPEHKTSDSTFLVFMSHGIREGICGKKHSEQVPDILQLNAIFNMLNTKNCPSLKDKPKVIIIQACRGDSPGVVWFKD
Target sequence (P29466 317-404 limits assumed): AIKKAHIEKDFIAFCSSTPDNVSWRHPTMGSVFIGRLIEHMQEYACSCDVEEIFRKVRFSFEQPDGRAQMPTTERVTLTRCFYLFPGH
HEK293 cAMP cs: qHTS Assay for Agonists of the Thyroid Stimulating Hormone Receptor: Activators of Intracellular cAMP Concentrations in Parental HEK 293; parental HEK293 CNG cAMP sensor, membrane potential fluorescence; Potency, µM (top dose mostly 57.1 µM), for the others: at the top dose activation, hits mostly activators; 73,000 tested, 2.5% active; also: potency is read from the fitted curve at half-maximal effect; % of control where 0% means no effect; nearly all actives have a fitted effect of over 55% in size
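Parental HEK 293 cells stably expressing a modified CNG channel (no TSHR) report cAMP rise as membrane depolarization. Membrane potential dye with 100 uM RO 20-1724 was loaded for 60 min at room temperature, then compound added for 30 min; fluorescence read at 590 nm.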
A350 fluor: qHTS Assay for Spectroscopic Profiling in A350 Spectral Region | Compound autofluorescence, 340/450 nm, Alexa 350 dye-equivalents; active compounds read high | max dye-equivalent concentration, M | 59,000 tested, 11% active | AID 590, 2007; in the data active = max dye-equivalent concentration above about 10 nM; inconclusive = mostly about 1.1 nM to 9.6 nM
4MU fluor: qHTS Assay for Spectroscopic Profiling in 4-MU Spectral Region; compound autofluorescence, 340/450 nm, 4-MU equivalents; active compounds read high; max dye-equivalent concentration, M; 59,000 tested, 11% active; in the data active = max dye-equivalent concentration above about 10 nM; inconclusive = mostly about 1.1 nM to 9.6 nM
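Compounds in 100 mM Tris, pH 8.0, incubated 15 min at room temperature, then fluorescence read at 340 nm excitation/450 nm emission. Signal converted to 4-MU dye-equivalent concentration using an on-plate six-point 4-MU standard curve.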
Texas Red fluor: qHTS Assay for Spectroscopic Profiling in Texas Red Spectral Region | Compound fluorescence, Texas Red channel, 547/618 nm; active compounds read high | max dye-equivalent concentration, M | 59,000 tested, 0.06% active; in the data active = max dye-equivalent concentration above about 10 nM; inconclusive = between about 1.1 nM and that limit
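Compound titrations in 100 mM Tris pH 8.0 were incubated 15 min at room temperature and read at 547 nm excitation / 618 nm emission. Texas Red six-point standard curve on each plate converted fluorescence to dye-equivalent concentration.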
Tau filament bind: qHTS Assay for Tau Filament Binding; Potency, µM (doses to about 57.1 µM), without a hit: at the top dose activity change, negative = inhibition; recombinant tau filaments, thioflavin S fluorescence, 15 h; filaments grown with octadecylsulfate alongside compound; 71,000 tested, 2% active;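 also: potency is read from the fitted curve at half-maximal effect; % is scaled to controls: 0 for no effect and ±100 for the full control effect; actives lower thioflavin S fluorescence by blocking filaments or displacing dye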
Target sequence (P10636 whole entry, looked up): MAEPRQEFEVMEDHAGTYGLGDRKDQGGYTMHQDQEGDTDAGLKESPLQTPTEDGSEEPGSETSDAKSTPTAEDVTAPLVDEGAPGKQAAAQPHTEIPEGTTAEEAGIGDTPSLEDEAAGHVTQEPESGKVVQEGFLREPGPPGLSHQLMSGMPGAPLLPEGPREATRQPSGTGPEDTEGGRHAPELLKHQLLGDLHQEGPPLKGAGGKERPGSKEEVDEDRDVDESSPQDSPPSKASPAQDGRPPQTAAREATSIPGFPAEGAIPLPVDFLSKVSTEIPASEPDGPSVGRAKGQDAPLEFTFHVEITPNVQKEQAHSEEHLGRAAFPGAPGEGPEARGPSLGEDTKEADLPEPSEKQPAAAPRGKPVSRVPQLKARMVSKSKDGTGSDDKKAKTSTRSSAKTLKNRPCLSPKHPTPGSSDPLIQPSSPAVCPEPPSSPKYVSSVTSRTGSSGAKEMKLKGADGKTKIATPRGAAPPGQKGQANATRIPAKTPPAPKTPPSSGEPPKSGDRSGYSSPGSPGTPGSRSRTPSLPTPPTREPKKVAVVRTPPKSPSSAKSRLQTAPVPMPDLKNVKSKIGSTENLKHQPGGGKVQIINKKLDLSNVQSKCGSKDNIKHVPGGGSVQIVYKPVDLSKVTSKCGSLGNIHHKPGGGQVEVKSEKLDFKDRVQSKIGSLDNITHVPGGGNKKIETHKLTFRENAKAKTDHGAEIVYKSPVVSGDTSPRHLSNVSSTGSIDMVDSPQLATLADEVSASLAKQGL
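Assay mix: 1 uM His-tagged tau, 30 uM sodium octadecylsulfate, thioflavine S dye in HEPES/NaCl/DTT buffer. Compound is added prior to the inducer. Fluorescence after 15 h at 37 C.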
Fluorescein fluor: qHTS Assay for Spectroscopic Profiling in Fluorescein Spectral Region; Compound autofluorescence, 480/540 nm, fluorescein-equivalent; active compounds read high; max fluorescein-equivalent concentration, M; 59,000 tested, 0.91% active; in the data active = max fluorescein-equivalent concentration above about 10 nM; inconclusive = between about 1.1 nM and that limit
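Library compounds, added at multiple concentrations to pH 8.0 Tris buffer (100 mM), incubate 15 min at room temperature before CCD imaging at 480 nm excitation and 540 nm emission.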
FLuc inh: qHTS Assay for Inhibitors of Firefly Luciferase; Luciferin 4-monooxygenase (Photinus pyralis), P08659; AID 411, 2009; Potency, µM (highest dose often 57.1 µM), inactives show at the highest dose activity change, negative = inhibition, usual class: inhibitors; 72,000 tested, 2.2% active; purified firefly luciferase, luminescence, 8 min; also: potency is read from the fitted curve at half-maximal effect; % is scaled to controls: 0 for no effect and ±100 for the full control effect; nearly all actives have a fitted effect of over 40% in size
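Firefly luciferase (PKLight detection mix) with 10 uM ATP in pH 7.2 imidazole buffer (KCl, MgCl2, Tween 20, BSA). Compounds tested across a concentration series (qHTS). Luminescence read after 8 min at ambient temperature.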
Casp7 inh: qHTS Assay for Allosteric/Competitive Inhibitors of Caspase-7; 75,000 tested, 0.02% active; Potency, µM (top dose mostly 57.5 µM), without a hit: top-dose activity change, negative = inhibition, usual class: inhibitors; recombinant caspase-7, Ac-DEVD-AFC fluorescence rate; AID 889, 2007; P55210; active = well fitted inhibition curve with a large enough effect in the main read-out, with a control signal flat, not every such curve was filed as active; inconclusive = small, poorly fitted or top-dose-only effect, or a change in a side signal; also: potency is read from the fitted curve at half-maximal effect; % of control where 0% means no effect
Rhodamine fluor: qHTS Assay for Spectroscopic Profiling in Rhodamine Spectral Region | 59,000 tested, 0.05% active | max dye-equivalent concentration, M | Rhodamine-region fluorescence, 547/598 nm, Tris buffer; active compounds read high; in the data active = max dye-equivalent concentration above about 11 nM; inconclusive = between about 1.1 nM and that limit
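Compounds in 100 mM Tris buffer, pH 8.0, were incubated 15 min at room temperature, then read at 547 nm excitation and 598 nm emission. Fluorescence was normalized against a per-plate six-point rhodamine standard curve as dye-equivalent concentration.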
The depositor's hits bear a star; i = inactive; ? = inconclusive; . = not tested or not shown; [ ] = dose if it differs, or a comment. Unless noted, calls follow the shape of the dose curve; as a rule, active = well fitted curve in the direction sought with a large enough effect; inconclusive = small, poorly fitted or top-dose-only effect, or another doubt; inactive = no such curve, though single readings can be large; an effect the other way counts as inactive or inconclusive.

SMILES | ERK AVP inh | Caspase-1 inhib | HEK293 cAMP cs | A350 fluor | 4MU fluor | Texas Red fluor | Tau filament bind | Fluorescein fluor | FLuc inh | Casp7 inh | Rhodamine fluor
O=C(CC1(O)C(=O)Nc2ccc(Br)cc21)c1ccc2c(c1)OCO2 (stereo not given) | -2% | -1% | 4% | i | i | i | -2% | i | 1% | 0% | i
Cc1ccc2c(c1)N(CCC(=O)NCc1cccnc1)C(=O)CO2 | 43%[activator] | -1% | 0% | i | i | i | 5% | i | 4% | 0% | i
Cc1cc(NC(=O)CSc2ccc3nnc(-c4cccs4)n3n2)no1 | . | -2% | 9% | . | . | . | -20% | . | 1% | 2% | .
Cc1ccc(NS(=O)(=O)c2cc(C(=O)N3CCOCC3)ccc2C)cc1C | -1% | 2% | 8% | i | i | i | -4% | i | 1% | -1% | i
COc1ccc(CN(Cc2ccccn2)C(=O)CN2C(=O)COc3ccccc32)cc1 | -14% | -1% | 28% | i | i | i | 6% | i | -1% | 0% | i
O=C(Cc1ccc(Cl)c(Cl)c1)OCCN1CCCC1 | 7% | 0% | ? | i | i | ? | 4% | ? | 4% | 0% | i
CC(=NCCCn1ccnc1)C1=C(O)c2ccccc2C1=O | 5% | 0% | -5% | i | i | ? | -13% | i | -4% | -2% | i
CC1(C)C(=O)OC(c2cc(Br)ccc2O)C(C)(C)C1=O (stereo not given) | -16% | 3% | -17% | . | . | . | 17% | . | -4% | 2% | .
CCn1c(=O)c2cc(C(=O)N3CCOCC3)sc2c2ccccc21 | ? | -3% | -9% | . | . | . | -4% | . | -1% | 0% | .
COc1ccccc1C(c1nnnn1C1CCCC1)N1CCN2CCCC2C1 (stereo not given) | -1% | 0% | ? | i | i | i | -5% | i | 0% | 1% | i
CCOCCCNC(=O)C1c2ccccc2C(=O)N2CCc3ccccc3C12 (stereo not given) | -14% | 1% | 13% | i | i | i | 4% | i | 2% | 1% | i
CCSc1nnc(NC(=O)C(CC)(C(F)(F)F)C(F)(F)F)s1 | . | . | . | i | i | i | . | i | 1%[25.5 µM] | . | i
CCOc1c(OC)cccc1C1CC(=O)Nc2cc3c(cc21)OCCO3 (stereo not given) | -22% | -3% | 29% | . | . | . | -9% | . | 0% | -1% | .
COc1ccc(CN(Cc2ccncc2)C(=O)CCC(=O)O)cc1 | 6% | -2% | ? | i | i | i | 11% | ? | -30% | -2% | i
O=C1CCCN1CN(C(=O)c1ccc2c(c1)OCO2)c1ccc(F)cc1 | -14% | 2% | 7% | i | i | i | 20% | ? | 1% | -1% | i
c1cncc(CNc2ncncc2-c2ccc3c(c2)OCO3)c1 | -23% | 0% | ? | i | i | i | 5% | i | 2%[2.29 µM] | 0% | i
O=C(N/N=C\c1cccc(O)c1)c1ccncc1 | -19%[11.5 µM] | 1%[11.5 µM] | 7%[11.4 µM] | i | i | i | -7%[11.4 µM] | i | -1%[11.4 µM] | -1%[11.5 µM] | i
COc1ccc(Cc2nnn(CC(=O)O)n2)cc1 | -8% | 3% | 3% | i | i | i | -5% | i | 0% | -1% | i
Cc1ccc(C)c(Cn2c(C(C)O)nc3ccccc32)c1 (stereo not given) | -15% | 0% | 18% | i | i | i | 14% | i | 0% | 0% | i
CC(=O)[C@@H]1CC[C@@H]2[C@@H]3CC=C4C[C@H](OS(=O)(=O)O)CC[C@@]4(C)[C@H]3CC[C@]21C | -8% | 1% | -3% | i | i | ? | 5% | ? | -3% | 3% | i

Record cards, from the list above.
Record of CC1(C)C(=O)OC(c2cc(Br)ccc2O)C(C)(C)C1=O (stereo not given) = ERK AVP inh = -16%; Caspase-1 inhib = 3%; HEK293 cAMP cs = -17%; A350 fluor = .; 4MU fluor = .; Texas Red fluor = .; Tau filament bind = 17%; Fluorescein fluor = .; FLuc inh = -4%; Casp7 inh = 2%; Rhodamine fluor = .
Record of Cc1ccc(NS(=O)(=O)c2cc(C(=O)N3CCOCC3)ccc2C)cc1C = ERK AVP inh = -1%; Caspase-1 inhib = 2%; HEK293 cAMP cs = 8%; A350 fluor = i; 4MU fluor = i; Texas Red fluor = i; Tau filament bind = -4%; Fluorescein fluor = i; FLuc inh = 1%; Casp7 inh = -1%; Rhodamine fluor = i

The list continues.
SMILES | ERK AVP inh | Caspase-1 inhib | HEK293 cAMP cs | A350 fluor | 4MU fluor | Texas Red fluor | Tau filament bind | Fluorescein fluor | FLuc inh | Casp7 inh | Rhodamine fluor
Cc1occc1C(=O)Nc1ccc2c(c1)CCC2 | -21% | 1% | -2% | ? | i | i | -2% | ? | 25µM* | -1% | i
O=C(O)C[C@@H](C(=O)O)C1c2ccccc2-c2ccccc21 | -14%[11.5 µM] | 0%[11.5 µM] | ? | i | i | i | 9%[11.4 µM] | ? | 1%[11.4 µM] | 1%[11.5 µM] | i
Cc1cc(C)n2nc(Cc3ccccc3)nc2n1 | -16% | -1% | 1% | i | i | i | 19% | ? | 1% | 1% | i
COC(=O)c1ccc2c(c1)NC(=O)C1CCCN21 (stereo not given) | -26% | -10% | -7% | . | . | . | -21% | . | -13% | -11% | .
Cc1ccc(S(=O)(=O)N2c3ccc(S(N)(=O)=O)cc3CC2C)cc1 (stereo not given) | -10% | -1% | 0% | i | i | ? | 6% | i | 2% | 4% | i
COc1ccc(-c2ccc(=O)n(CC(=O)N3CCN(c4ccccc4OC)CC3)n2)cc1 | -21% | -4% | 24% | . | . | . | 26% | . | -3% | -5% | .
Cc1ccc(SCc2nc(-c3ccncc3)no2)cc1 | 1% | 1% | ? | i | i | i | 0% | ? | -1% | 0% | i
COc1ccc(C2CC(=O)c3c([nH]c(C(=O)OC(C)C)c3C)C2)cc1OC (stereo not given) | -9% | 2% | 11% | i | i | ? | 4% | ? | 0% | 2% | i
COc1ccc(-c2noc(-c3ccccc3C(=O)Nc3cccc(OC)c3)n2)cc1 | -13% | -1% | 13µM* | i | i | i | 164% | i | ? | -1% | i
CN1CC=C2C(C#N)=C(N)C(C#N)(C#N)[C@H](c3cccc(Cl)c3)C2C1 (stereo not given in full) | . | . | . | 4.4e-07M* | 3.8e-07M* | ? | . | 4.1e-08M* | -7%[25.5 µM] | . | i
COc1ccc(CN2CN(C(C)C)CSC2=S)cc1 | -20% | -1% | 18% | ? | i | i | -6% | i | 1% | 0% | i
Cc1ccc(S(=O)(=O)NC(=O)NN2CCCCCC2)cc1 | 19% | 2% | 10%[25.6 µM] | i | i | i | -2%[25.6 µM] | ? | 0%[25.5 µM] | -1% | i
CCc1nc2c(c(=O)[nH]1)C1(CCCC1)Cc1ccccc1-2 | -5% | -3% | 8% | . | . | . | 21% | . | 0% | -3% | .
COC(=O)[C@@]1(Cc2ccc(OC)cc2)[C@@H]2[C@@H](CC(=O)[C@H]2CC(=O)C(=O)N2CCCC2)CN1C(=O)c1ccccc1 | -3% | ? | 27% | . | . | . | 2% | . | . | -3% | .
O=C(NCC1COc2ccccc2O1)C1CCCN(S(=O)(=O)c2cccc3nsnc23)C1 (stereo not given) | 28% | 3% | 0% | i | i | i | -25% | ? | -2% | -1% | i
O=C(Cn1cnc2c(nnn2-c2ccccc2)c1=O)NCC1CCCO1 (stereo not given) | . | -2% | ? | . | . | . | 0% | . | 2% | -1% | .
CCN(CC)S(=O)(=O)c1ccc(C(=O)NC2=C(C(=O)OC)SCC2)cc1 | 22% | -10% | 1% | i | i | i | ? | i | 0% | -11% | i
COc1ccc(C2CC(c3ccccc3)Nc3nc(NC(=O)c4cccs4)nn32)cc1 (stereo not given) | -15% | -1% | 5% | i | i | i | 9% | i | 3% | 0% | i
COc1ccc(-c2nc(SCC(=O)NCc3ccco3)c(-c3ccccc3)[nH]2)cc1OC | -15% | -1% | 4% | i | i | i | -7% | i | -4% | 0% | i
Cc1ccc(CSC2=Nc3ccccc3C3=NC(CCC(=O)NCc4ccco4)C(=O)N23)cc1 (stereo not given) | 27% | -6% | ? | 3.1e-08M* | 3.5e-08M* | i | -12% | i | 2% | -7% | i
CCCCCCC(=O)N(O)C1CC(=O)N(Cc2ccccc2)C1=O (stereo not given) | -8% | 0% | 28% | ? | i | i | -10% | ? | -2% | -1% | i
CCOC(=O)CSc1nc(N)nc(C)c1Br | -7% | 0% | 1%[11.4 µM] | . | . | . | -1%[11.4 µM] | . | 1% | 0% | .
O=C(O)C1C2C=CC(C2)C1C(=O)N1CCN(C/C=C/c2ccccc2)CC1 (stereo not given) | 13% | 2% | 6% | i | i | i | 0% | i | -2% | 1% | i
CCc1nc(SCC(=O)NCCc2ccc(OC)c(OC)c2)c2c(=O)n(C)c(=O)n(C)c2n1 | . | -5% | 4% | . | . | . | 0% | . | -6% | 1% | .
CCc1cc2cc3c(cc2nc1SCC(=O)N1CCN(C(=O)c2ccco2)CC1)OCO3 | 3% | -12% | ? | i | i | i | 25% | ? | -1% | -19% | i
c1csc(-c2nn[nH]n2)c1 | -6% | 0% | 0% | i | i | ? | 0% | i | 2% | 0% | i
O=C(NCc1ccco1)c1nnc(Cc2ccc(F)cc2)o1 | 1% | -3% | 0% | . | . | . | -1% | . | -2% | -1% | .

Not all compounds are listed (hit frequency here may not be typical).
